TDP1 block = blocks human tyrosyl-DNA phosphodiesterase 1. 0.28% of 350,000 active. AID 485290. Q9NUW8. Potency, µM (titrated, usually from 130 µM), for the others: at the top dose activity change, negative = inhibition, usual class: inhibitors. recombinant TDP1, AlphaScreen DNA substrate cleavage; note: nearly all actives have a fitted effect of over 40% in size
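Steps: enzyme plus compound, 15 min RT; add biotin/phosphotyrosine-FITC oligonucleotide (15 nM final), react 5 min; add donor/acceptor beads (10 ug/ml final), 10 min; read AlphaScreen. Tdp1 at 1 nM final.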
N370S GC mod = inhibitors or activators of N370S glucocerebrosidase for Gaucher disease. P04062. N370S GC spleen homogenate, 4MU-glucoside fluorescence. Potency, µM (titrated, usually from 59.4 µM), inactives show at the highest dose activity change, negative = inhibition, hits mostly inhibitors. 0.092% of 330,000 active;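 note: 0% = full enzyme activity and -100% = no enzyme basal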
DT40 TDP1 no CPT = qHTS for Inhibitors of human tyrosyl-DNA phosphodiesterase 1 (TDP1): qHTS in cells in absence of CPT | 15% of 420,000 active | DT40 Tdp1-/- hTDP1 cells, no CPT, ATP luminescence, 48 h | Potency, µM (highest dose often 46.2 µM), inactives show at the highest dose activity change, negative = growth inhibition, actives largely listed as inhibitors; note: nearly all actives have a fitted effect of over 55% in size
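Readout: luminescence from CellTiter-Glo after 30 min in the dark at RT. Cells: DT40 Tdp1-/- with stable hTDP1, 400/well. Exposure: compounds alone, ≥48 hr, 37 °C.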
An asterisk follows results filed as active; ? = inconclusive; nt = no result given; & = joins results of further samples; [ ] = remark or other dose. Calls come from the whole dose curve; as a rule, active = well fitted curve in the direction sought with a large enough effect; inconclusive = small, poorly fitted or top-dose-only effect, or another doubt; inactive = no such curve, though single readings can be large; an effect the other way counts as inactive or inconclusive. Unless noted, % is set by controls: 0 for no effect and ±100 for the full control effect; potency is the fitted concentration of half-maximal effect. An excerpt; the hit share may differ from the screen's.

SMILES	TDP1 block	N370S GC mod	DT40 TDP1 no CPT
Cc1ccc(NC(=O)C(=O)NCC(c2cccnc2)N2CCN(Cc3ccccc3)CC2)cc1C (stereo not given)	6.5%	nt	16.4µM*
Cc1ccc(-c2cc(C(=O)N3CCN(C(=O)c4ccco4)CC3)[nH]n2)c(C)c1	5.2%	-12.5%	-20.0%
Cn1c(OCc2cccnc2)nc2c1c(=O)n(Cc1ccccc1)c(=O)n2C	8.0%	-4.9%	18.4µM*
O=C(Cn1c(-c2cccs2)cc2cc(F)ccc21)NCCCN1CCN(c2ccc(F)cc2)CC1	7.5%	nt	?
COCCCNCCCCSc1ccc(Cl)cc1	-7.1%	-2.5%	?
Cc1cc(NC(=O)c2ccc(Br)c(S(=O)(=O)N3CCCC3)c2)no1	-5.6%	-1.9%	?
CSc1cccc(CN2CCCC(CO)(Cc3cccc(Cl)c3)C2)c1 (stereo not given)	7.2%	-21.0%	12.0%
CC(Sc1nc2c(c(=O)[nH]1)CCCC2)C(=O)Nc1ccccc1C#N (stereo not given)	6.7%[0.0935 µM]	0.7%	-11.3%
CC1(C)[C@H](C(=O)O)N2C(=O)C[C@H]2S1(=O)=O	3.1%	9.5%	-13.2%&0.5%
COc1ccc(NS(=O)(=O)c2ccc(N3CCOCC3)c(NC(=O)c3cccc(F)c3)c2)cc1	2.6%	?	8.2µM*
O=C(CN1CCc2ccccc21)NC(=O)NC1CCCCC1	nt	12.2%	?
COc1ccc(NC(C)=[N+](C)CCNS(=O)(=O)c2ccc(Cl)cc2)cc1Cl	-2.3%	-8.0%	-23.2%
Cc1ccccc1S(=O)(=O)c1c(C)cc(C)n(C(C)C)c1=O	2.9%	-9.2%	?
COc1ccc(-n2nc(C(=O)NCC(=O)N3CC(C)CC(C)C3)c3ccccc3c2=O)cc1OC (stereo not given)	nt	-5.4%	?
CC(C)c1ccc(CCNC(=O)CSC(=S)N2CCCC2)cc1	0.0%	0.7%	-8.5%
COc1ccc(Nc2nc(C(=O)NCc3ccco3)cs2)cc1	nt	4.4%	?
Nc1nc(Nc2ccccc2F)nc(N2CCCC2)c1[N+](=O)[O-]	nt	-5.3%	?
CC(C)(C)c1nc2scc(-c3ccc(Cl)cc3)c2c(=O)o1	-2.9%	-0.9%	-10.9%
CCC(C(=O)Nc1ccncc1)c1ccccc1 (stereo not given)	0.0%	8.7%	16.4µM*
OCCN1CCN(C(=S)c2ccc(Cl)c(Cl)c2)CC1	5.6%	-26.0%	18.4µM*
COc1ccc(Br)cc1CN(C)C(=O)C1CC(=O)N(C2CCCC2)C1 (stereo not given)	2.4%	nt	23.1µM*
O=C(NCc1ccccn1)C1CCC(=O)N(Cc2ccc(Cl)cc2)C1 (stereo not given)	3.2%	6.3%	19.0%
C=CC[C@H](CC(=O)OC(C)(C)C)C(=O)OC[C@@H]1CCCN1C(=O)[C@@H](CC=C)CC(=O)N[C@H](CO)Cc1ccccc1	-1.1%	nt	?
Cc1ccsc1/C=C1/SC(N2CCOCC2)=NC1=O	0.0%	0.1%	nt
CC(Nc1cccc(F)c1)C(=O)Nc1ccc(S(N)(=O)=O)cc1 (stereo not given)	7.5%	-1.1%	1.2%
Cn1c(NC(=O)c2ccc(S(=O)(=O)N3CCCCC3)cc2)cc(=O)n(C)c1=O	5.1%	-7.6%	3.3%
Fc1ccc2c(c1)C1OCCCC1C(c1ccccc1)N2 (stereo not given)	nt	6.2%	18.4µM*
O=C(Oc1cccc2cccnc12)c1cccc(-n2cnnn2)c1	1.7%	3.0%	18.4µM*
COc1ccc(C2CCCN2C(=O)c2cccs2)cc1 (stereo not given)	3.1%	3.8%	-0.6%
CCOc1cc(C2C(C(=O)OC(C)C)=C(C)NC3=C2C(=O)CCC3)cc([N+](=O)[O-])c1O (stereo not given)	6.0%	10.7%	?
CCOc1ccc(CCNC(=O)CCC(=O)N2CCOc3ccccc32)cc1OCC	nt	-5.1%	?
CCOc1ccc(-c2c(C(=O)N/N=C/C3CCCCC3)nnn2-c2nonc2N)cc1	0.8%	-11.4%	-0.2%
O=C1CSC(c2ccccc2Br)N1c1ccc(Cl)cn1 (stereo not given)	2.3%	-0.9%	-7.6%
CC(C)c1ccc(S(=O)(=O)/N=C2\C=C(NS(=O)(=O)c3ccccc3)C(=O)c3ccccc32)cc1	nt	29.6%	?
CCN(CC(F)(F)C(F)F)S(=O)(=O)c1ccc(NC(=O)OC)cc1	4.8%	-25.2%	16.4µM*
O=C(CC1SCCNC1=O)Nc1cccc([N+](=O)[O-])c1 (stereo not given)	6.0%	-8.2%	-4.4%
Cc1cc(CNC(=O)CC2C(=O)NCCN2Cc2ccc(-c3ccccc3)cc2)nn1C (stereo not given)	6.0%	-1.7%	?
COC(CCN(C)C)(c1ccccc1)c1ccccc1	0.0%	0.9%	-6.5%
Cc1ccc[n+](-c2nc([O-])sc2/C=N/Nc2ccc([N+](=O)[O-])cc2)c1	nt	-1.5%	-18.8%
Cc1cc(C)c2c(CC(=O)N(Cc3ccc(Cl)cc3)Cc3ccco3)coc2c1	3.7%	nt	8.2µM*
CCOc1ccc(OCC(=O)Nc2nccs2)cc1	0.0%	-2.7%	-0.2%
Cc1ccc2[nH]c3c(NCc4ccco4)ncnc3c2c1	1.1%	-3.6%	18.4µM*
COc1ccc(/C=N/NS(=O)(=O)c2ccc(C)cc2)cc1OC(=O)c1ccc(C)cc1	7.1%	0.2%	0.6%
CC(NC(=O)c1ccc(Br)o1)C1CC2CCC1C2 (stereo not given)	2.6%	17.1%	5.8%
COc1ccccc1OCCNC(=O)CN1C(=O)NC2(CCCCC2)C1=O	0.2%[56.1 µM]	nt	16.1%
Cc1cccc(NC2=CC(=O)CC(C)(C)C2)c1C	-1.2%	-0.4%	9.1%
CCn1c(SCC(=O)Nc2ccccc2C)nc2nc3c(cc2c1=O)COC(C)(C)C3	-5.1%	9.1%	10.3µM*
CCn1cc2nc(SCC(=O)Nc3ccc(F)cc3F)n(Cc3ccccc3)c(=O)c2n1	1.4%	?	?
COc1ccc(Cl)cc1NC(=O)Cn1c(=O)n(-c2ccc(C)cc2)c(=O)c2ccc(C(=O)NCc3ccccc3Cl)cc21	2.3%	nt	?
CSC1=N/C(=C\c2ccc(Br)o2)C(=O)S1	?	1.9%	-0.8%
(list continues)
SMILES	TDP1 block	N370S GC mod	DT40 TDP1 no CPT
CC1CCCN(S(=O)(=O)c2cccc([N+](=O)[O-])c2)C1 (stereo not given)	nt	-13.6%	?
O=C(CC(c1cccs1)S(=O)(=O)c1ccccc1)c1ccc(F)cc1 (stereo not given)	10.8%	3.8%	-25.8%
CC(C)c1nnc(NC(=O)c2nc(S(=O)(=O)Cc3ccccc3)ncc2Cl)s1	4.5%&9.3%	-2.1%	9.2µM*
Cc1ccc(-c2nnn(CC(=O)N(CC(=O)NCCC(C)C)c3ccc(F)cc3)n2)cc1	-1.2%	nt	-3.5%
CS(=O)(=O)N1CCc2cc(C(=O)Nc3ccc(Br)cc3)ccc21	nt	-1.6%	-29.9%
CC1CCCCN1C(=O)CCc1nnc(Cc2c[nH]c3ccccc23)o1 (stereo not given)	4.9%	0.0%	3.8%
CCCCOC(=O)c1ccccc1N1C(=O)C2C3CCC(C3)C2C1=O (stereo not given)	2.6%	-20.9%	-13.8%
O=C(c1ccc(CSc2ccc(Cl)cc2)cc1)N1CCOCC1	2.4%	4.2%	?
CCOc1cc(C=O)ccc1OCCn1c([N+](=O)[O-])cnc1C	9.0%[0.0935 µM]	-8.9%	-20.9%
O=C(COc1ccc(-c2ccccc2)cc1)N/N=C/c1cccnc1	4.7%	-1.3%	?
Cc1cc(NCCCN(C)C)n2c(nc3ccccc32)c1C#N	nt	?	?
COc1ccc(CNC(=O)CN(C(=O)CCC(=O)Nc2nccs2)c2ccccc2C)cc1	nt	-11.1%	?
COc1ccc(C(=O)N2CCCCCC2)cc1OC1CCN(C(C)C)CC1	2.1%	-8.2%	-15.9%
O=C(c1cccs1)N(c1ccc(Br)cc1)C1C=CS(=O)(=O)C1 (stereo not given)	4.9%	-1.0%	-13.4%
O=C1C2CCCN2c2ccc(S(=O)(=O)N3CCOCC3)cc2N1Cc1ccccc1F (stereo not given)	4.8%	5.0%	?
Cc1ccnc(NC(=O)CCC(=O)N(CC(=O)NC(C)(C)C)c2ccc3c(c2)OCCO3)c1	-2.5%	-13.0%	-19.1%
CCCn1ccc(O)c(Cc2ccc(Cl)cc2)c1=O	-3.7%	10.5%	-16.8%
Cc1cc(-c2c(C)n([O-])c(C)c(C)[n+]2=O)ccc1F	3.1%	-16.4%	-15.4%
Cc1ccnc(SCC(=O)N2CCN(c3cccc(Cl)c3)CC2)n1	3.3%	6.6%	?
Cc1c2ccccc2nc2c(F)c(N(C)C)c(F)c(F)c12	-3.4%	8.2%	?
COc1cccc(C(=O)Nc2cccc(NC(=O)c3ccc(Cl)cc3Cl)c2)c1	1.3%[12.3 µM]	nt	?
COC(=O)Nc1nnc(-c2ccc(OC)cc2)s1	2.4%	-4.4%	-23.6%
COC(=O)C1CCN(C(=O)C(C)Oc2ccc(Cl)cc2Cl)CC1 (stereo not given)	-6.8%	14.9%	-16.2%
CC1CN(C(C)C(=O)NNC(=O)c2ccc(F)cc2)CC(C)O1 (stereo not given)	0.7%	nt	-12.8%
Cc1ncc([N+](=O)[O-])n1CC(=O)Nc1ccc(F)cc1F	nt	-10.1%	-4.3%
COc1ccc(C(=O)C2CCN(C(=O)c3ccc(C)cc3)CC2)cc1	1.0%	2.4%	?
CNC(=O)CC(CC(=O)c1ccccc1)c1ccccc1 (stereo not given)	0.6%	nt	-20.0%
O=C(Nc1nc(-c2ccccn2)cs1)C1CC1	5.3%	-19.0%	18.4µM*
CC1(C)CC(=O)C=C(NC2CCCCCCC2)C1	0.0%	11.6%	-29.2%
CC(C)Cc1nnc(NC(=O)CCc2ccccc2)s1	2.3%	2.1%	-6.8%

Part of the list above, reformatted.
Molecule | TDP1 block | N370S GC mod | DT40 TDP1 no CPT
Cc1ncc([N+](=O)[O-])n1CC(=O)Nc1ccc(F)cc1F | nt | -10.1% | -4.3%
COc1ccc(C(=O)C2CCN(C(=O)c3ccc(C)cc3)CC2)cc1 | 1.0% | 2.4% | ?
CNC(=O)CC(CC(=O)c1ccccc1)c1ccccc1 (stereo not given) | 0.6% | nt | -20.0%
O=C(Nc1nc(-c2ccccn2)cs1)C1CC1 | 5.3% | -19.0% | 18.4µM*

In the list so far, these contain a Cl atom:
SMILES	TDP1 block	N370S GC mod	DT40 TDP1 no CPT
COCCCNCCCCSc1ccc(Cl)cc1	-7.1%	-2.5%	?
CSc1cccc(CN2CCCC(CO)(Cc3cccc(Cl)c3)C2)c1 (stereo not given)	7.2%	-21.0%	12.0%
COc1ccc(NC(C)=[N+](C)CCNS(=O)(=O)c2ccc(Cl)cc2)cc1Cl	-2.3%	-8.0%	-23.2%
CC(C)(C)c1nc2scc(-c3ccc(Cl)cc3)c2c(=O)o1	-2.9%	-0.9%	-10.9%
OCCN1CCN(C(=S)c2ccc(Cl)c(Cl)c2)CC1	5.6%	-26.0%	18.4µM*
O=C(NCc1ccccn1)C1CCC(=O)N(Cc2ccc(Cl)cc2)C1 (stereo not given)	3.2%	6.3%	19.0%
O=C1CSC(c2ccccc2Br)N1c1ccc(Cl)cn1 (stereo not given)	2.3%	-0.9%	-7.6%
Cc1cc(C)c2c(CC(=O)N(Cc3ccc(Cl)cc3)Cc3ccco3)coc2c1	3.7%	nt	8.2µM*
COc1ccc(Cl)cc1NC(=O)Cn1c(=O)n(-c2ccc(C)cc2)c(=O)c2ccc(C(=O)NCc3ccccc3Cl)cc21	2.3%	nt	?
CC(C)c1nnc(NC(=O)c2nc(S(=O)(=O)Cc3ccccc3)ncc2Cl)s1	4.5%&9.3%	-2.1%	9.2µM*
O=C(c1ccc(CSc2ccc(Cl)cc2)cc1)N1CCOCC1	2.4%	4.2%	?
CCCn1ccc(O)c(Cc2ccc(Cl)cc2)c1=O	-3.7%	10.5%	-16.8%
Cc1ccnc(SCC(=O)N2CCN(c3cccc(Cl)c3)CC2)n1	3.3%	6.6%	?
COc1cccc(C(=O)Nc2cccc(NC(=O)c3ccc(Cl)cc3Cl)c2)c1	1.3%[12.3 µM]	nt	?
COC(=O)C1CCN(C(=O)C(C)Oc2ccc(Cl)cc2Cl)CC1 (stereo not given)	-6.8%	14.9%	-16.2%

Source: PubChem (National Center for Advancing Translational Sciences (NCATS))
